Source: PubChem
MCF10A rereplic: A quantitative high throughput screen for small molecules that induce DNA re-replication in MCF 10a normal breast cells; AID 624296, 2012; Potency, µM (titrated, usually from 46.1 µM), without a hit: at the highest dose activity, positive = re-replication, actives largely listed as activators; hit rate 2.9% among 350,000; MCF 10A DNA re-replication, Hoechst nuclear intensity, 48 h; note: potency is the fitted concentration of half-maximal effect; % of control where 0% means no effect; nearly all actives have a fitted effect of over 50% in size
IL-1B inflam inh: qHTS for Inhibitors of Inflammasome Signaling: IL-1-beta AlphaLISA Primary Screen; AID 743279, 2014; activity change, % at 57.5 µM; THP-1 LPS/ATP IL-1B secretion, AlphaLISA, 16 h; stronger effect = lower value; hit rate 4.7% among 360,000; in the data active = activity change below about -50%; inconclusive = mostly about -30% to -49%; note: % is set by controls: 0 for no effect and ±100 for the full control effect
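Secreted IL-1B measured by AlphaLISA bead assay after 16 h compound exposure of THP-1 cells; compounds (final up to 57.5 uM) added 1 h before LPS (250 ng/mL) and ATP (1.25 mM) stimulation; lower signal means less secretion.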
ATXN2 expr inh: Primary qHTS for Inhibitors of ATXN expression | HEK-293 ATXN2-luciferase reporter, luminescence, 24 h | Potency, µM (highest dose often 57 µM), inactives show at the top dose activity change, negative = inhibition, actives largely listed as inhibitors | hit rate 0.72% among 360,000 | AID 1745845, 2022; note: potency is the fitted concentration of half-maximal effect; % is set by controls: 0 for no effect and ±100 for the full control effect; nearly all actives have a fitted effect of over 55% in size
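ATXN2-luciferase reporter cells (luciferase flanked by upstream and downstream ATXN2 gene portions) were treated 24 h at 37 °C with compounds at up to 57 uM. SteadyGlo luminescence gave expression; GF-AFC fluorescence gave viability.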
HepG2 tox: qHTS for Inhibitors of TGF-b: Cytotox Counterscreen; hit rate 0.76% among 410,000; Potency, µM (doses to about 46.1 µM), without a hit: top-dose activity change, negative = cytotoxicity, usual class: cytotoxic; HepG2 CAGA-GFP viability, ATP luminescence, 18 h; note: potency is the fitted concentration of half-maximal effect; some results filed as inactive show a strong effect at the top dose
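CellTiter-Glo luminescence gave cytotoxicity after 18 hours at 37 degrees C. The cells were HepG2 CAGA-GFP in 1% FBS DMEM, stimulated with 500 pg/mL TGF-beta after compound addition. %Activity was normalised to no-cell wells (complete cell-killing) and DMSO (no toxicity), and curves were fitted and classified.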
A549 tox: Nrf2 qHTS screen for inhibitors: counterscreen for cytotoxicity | A549 ARE-Fluc cells, CellTiter-Fluor viability, 18-24 h | Potency, µM (doses to about 46 µM), without a hit: top-dose activity change, negative = cytotoxicity, actives largely listed as inhibitors | hit rate 0.16% among 390,000; note: potency is the fitted concentration of half-maximal effect; % is set by controls: 0 for no effect and ±100 for the full control effect
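A549 ARE-Fluc cells in 5% FBS OPTI-MEM, 5000 cells/well, rested 2 h then exposed to compounds in concentration-response for 18-24 h at 37 °C. Viability by CellTiter-Fluor fluorescence (Ex 405/Em 525) after 30 min; luciferase luminescence (BugLite, 15 min, RT) read afterwards.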
Nrf2 block: Nrf2 qHTS screen for inhibitors; Potency, µM (titrated, usually from 46 µM), without a hit: at the highest dose activity change, negative = inhibition, most hits filed as inhibitors; hit rate 2.1% among 360,000; A549 ARE-Fluc reporter, luciferase luminescence, 18-24 h; note: potency is the fitted concentration of half-maximal effect; % is set by controls: 0 for no effect and ±100 for the full control effect; nearly all actives have a fitted effect of over 60% in size
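Reporter: ARE-Fluc in A549. Exposure: 18-24 h, 37 °C, 5% CO2, 5% FBS OPTI-MEM. Readouts: fluorescent cytotoxicity (CellTiter-Fluor), then luminescent Nrf2 signal after BugLite.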
ATXN viability: Viability Counterscreen for Primary qHTS for Inhibitors of ATXN expression; AID 651635, 2014; hit rate 0.49% among 400,000; Potency, µM (titrated, usually from 56.7 µM), actives largely listed as cytotoxic; S2 cells (HEK-293 line with an ATXN2-luciferase reporter) viability, CellTiter-Fluor protease fluorescence, 24 h; note: potency is the fitted concentration of half-maximal effect; nearly all actives have a fitted effect of over 40% in size
TGFb SMAD3 inh: qHTS for Inhibitors of TGF-b. HepG2 CAGA-GFP TGF-b/SMAD3 reporter, GFP fluorescence, 18 h; TGF-beta stimulated, 500 pg/mL final. Potency, µM (doses to about 46.1 µM), for inactives: top-dose activity, negative = inhibition, most hits filed as inhibitors. hit rate 1.2% among 410,000. AID 588855, 2011; note: potency is the fitted concentration of half-maximal effect; % is set by controls: 0 for no effect and ±100 for the full control effect; nearly all actives have a fitted effect of over 65% in size
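First, reporter cells (HEPG2 CAGA-GFP) rested 2 h at 37 degrees C. Next, compounds were pinned in and TGF-beta added to 500 pg/mL final. After 18 h, GFP was imaged per cell and summed per well.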
Nrf2 activator: qHTS of Nrf2 Activators; hit rate 0.31% among 410,000; AREc32 ARE-luciferase reporter (MCF7-derived line), luminescence, 24 h; Potency, µM (highest dose often 46.1 µM), without a hit: top-dose activation, actives largely listed as activators; note: potency is the fitted concentration of half-maximal effect; % of control where 0% means no effect; nearly all actives have a fitted effect of over 65% in size
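AREc32_Fluc, 1000 cells/well, OPTI-MEM + 5% FBS, o/n 37 deg C 5% CO2; 23 nL cpd by pin tool, 24 hr; Steady-Glo 30 min RT, luminescence.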
An asterisk follows results filed as active; i = inactive; ? = inconclusive; nt = no result given; [ ] = another dose, or the depositor's remark. Unless noted, calls come from the whole dose curve; as a rule, active = well fitted curve in the direction sought with a large enough effect; inconclusive = small, poorly fitted or top-dose-only effect, or another doubt; inactive = no such curve, though single readings can be large; an effect the other way counts as inactive or inconclusive.

item	molecule	MCF10A rereplic	IL-1B inflam inh	ATXN2 expr inh	HepG2 tox	A549 tox
1	Cc1c(CC(=O)NCC(=O)O)c(=O)oc2cc3c(cc12)CCC(C)(C)O3	-15%	-20	nt	3%	6%
2	COc1ccc(Cl)cc1NC(=O)C1CCCN(c2cc(C)nc3ncnn23)C1 (stereo unspecified)	0%	11	-27%	-8%	12%
3	CN(C)S(=O)(=O)N1CCCC(C(=O)c2ccc(-c3ccccc3)c(F)c2)C1 (stereo unspecified)	?	-5	nt	-8%	-7%
4	CCN(CC)S(=O)(=O)c1cc(NC(=O)c2cccc(N3C(=O)CCC3=O)c2)ccc1Cl	2%	21	-3%	-18%	4%
5	COc1ccc(C2=NN(c3nc(C)cc(C)n3)C(=O)C2)cc1	0%	-12	-22%	-6%	-3%
6	Cc1cc(C(=O)CN2CCC(C)CC2)c(C)n1-c1ccccc1F	?	-13	?	-6%	-6%
7	COc1ccccc1CN1CCC(CNC(=O)c2cnn(-c3ccccc3Cl)c2C2CCN(C(=O)OC(C)(C)C)CC2)CC1	nt	nt	nt	-60%	-7%
8	COc1ccc(OC)c(CN2C(=O)CCC2(C)C(=O)NC2CCCCCC2)c1 (stereo unspecified)	4%	21	1%	-30%	-1%
9	COC(=O)[C@]12CCCCC=C1N(Cc1ccccc1)C(=O)[C@H](CC(=O)N1CCCC1)C2	nt	21	3%	nt	nt
10	COC(=O)c1cccc(NC(=O)CSc2nnc(COc3cccc(C)c3)n2C)c1	2%	25	7%	9%	12%
11	O=C(COC(=O)c1cccc(Br)c1)Nc1ccc2[nH]c(=O)[nH]c2c1	1%	26	6%	-5%	-4%
12	O=C(O)CCNc1nc(-c2ccccc2)c2cc(Br)ccc2n1	2%	-2	nt	0%	0%

item	Nrf2 block	ATXN viability	TGFb SMAD3 inh	Nrf2 activator
1	3%	i	-10%	-1.0%
2	-15%	i	3%	3.4%
3	?	i	-16%	3.4%
4	5%	i	1%	0.4%
5	-3%	i	-7%	-0.2%
6	?	i	-17%	-1.9%
7	17%	nt	?	10%
8	9%	i	0%	-0.4%
9	nt	?	nt	0.2%
10	-1%	i	3%	-0.5%
11	5%	i	0%	5.9%
12	14%	nt	2%	5.3%

Remaining list, next part.
item	molecule	MCF10A rereplic	IL-1B inflam inh	ATXN2 expr inh	HepG2 tox	A549 tox
13	CCCN1CCN(CC(=O)Nc2nnc(C)s2)CC1	-2%	-4	nt	-4%	7%
14	Cc1ccc(-c2cc(C(=O)NCc3ccccn3)c3ccccc3n2)cc1C	5.8µM*	-14	56%[activator]	-39%	-1%
15	CCCCNC(=O)c1cc(C)nc2ccccc12	-6%	0	1%	17%	-2%
16	Nc1ncc([N+](=O)[O-])cc1S(=O)(=O)c1ccccc1	-1%	0	-19%	-23%	-2%
17	O=C(c1ccoc1)N1CCC(CO)(CCc2ccccc2)CC1	3%	23	14%	-15%	3%
18	O=C(Nc1cccc(O)c1)c1cccc(S(=O)(=O)N2CCCCCC2)c1	8%	43	12%	-4%	-3%
19	C=CCN(CC=C)Cc1cc(=O)oc2cc(C)c(Cl)cc12	nt	12	7%	-8%	nt
20	CCc1c2c(nc3ccc(OC)cc13)-c1nc3ccccc3c(=O)n1C2	nt	nt	nt	-26%	1%
21	CCOC(=O)c1sc(C)c2c1NC(C)(c1cccs1)NC2=O (stereo unspecified)	-1%	-2	3%	-17%	2%
22	COc1cccc(-n2c(=O)c3c4c(sc3n(Cc3ccccc3C#N)c2=O)CCCC4)c1	nt	nt	11%	-2%	0%
23	N#CC1=C(N)OC2=C(C(=O)CCC2)C1c1ccccc1 (stereo unspecified)	2%	-9	1%	-5%	0%
24	COc1ccccc1NS(=O)(=O)c1ccccc1C#N	-9%	-7	3%	-6%	3%

item	Nrf2 block	ATXN viability	TGFb SMAD3 inh	Nrf2 activator
13	-13%	i	-5%	-0.1%
14	3%	i	-46%	0.6%
15	4%	i	4%	-0.9%
16	-5%	i	0%	-0.9%
17	?	i	-5%	0.3%
18	1%	i	-20%	3.1%
19	nt	i	?	3.2%
20	?	nt	-9%	nt
21	?	i	-23%	6.6%
22	7%	i	-4%	-1.1%
23	-10%	i	5%	1.7%
24	-15%	i	3%	0.1%

2 entries from above, set out differently.
6	Cc1cc(C(=O)CN2CCC(C)CC2)c(C)n1-c1ccccc1F
  MCF10A rereplic: ?
  IL-1B inflam inh: -13
  ATXN2 expr inh: ?
  HepG2 tox: -6%
  A549 tox: -6%
  Nrf2 block: ?
  ATXN viability: i
  TGFb SMAD3 inh: -17%
  Nrf2 activator: -1.9%

24	COc1ccccc1NS(=O)(=O)c1ccccc1C#N
  MCF10A rereplic: -9%
  IL-1B inflam inh: -7
  ATXN2 expr inh: 3%
  HepG2 tox: -6%
  A549 tox: 3%
  Nrf2 block: -15%
  ATXN viability: i
  TGFb SMAD3 inh: 3%
  Nrf2 activator: 0.1%

Carrying on.
item	molecule	MCF10A rereplic	IL-1B inflam inh	ATXN2 expr inh	HepG2 tox	A549 tox
25	COc1cccc(C(=O)N2CCCC(Nc3ccc(C)c(C)c3)C2)c1 (stereo unspecified)	6%	-3	4%	-5%	-1%
26	CCN(CC)C(=O)CSc1nnc2nnc3cc(C)ccc3n12	2%	6	-17%	-7%	-9%
27	Oc1ccc(/C=N/NC(=S)N/N=C/c2ccc(O)cc2)cc1	?	1	-8%	-24%	0%
28	C#CCOCCOCCOCCNc1nc(N2CCOCC2)nc(N2CCN(C(=O)[C@H](CCCN=C(N)N)n3cc(C(N)[C@@H](C)CC)nn3)CC2)n1 (stereo partly specified)	-4%	-10	11%	1%	-3%
29	CCN(NC(=O)C(O)(c1ccccc1)c1ccccc1)C(=O)c1ccccc1	?	15	-5%	10%	0%
30	O=C(CSc1nc(=O)[nH]c2c1CCCC2)NCc1ccccc1	nt	nt	nt	-7%	-1%
31	Nc1cc(N2CCOCC2)c(Cl)cc1[N+](=O)[O-]	1%	21	?	4%	-11%
32	O=C(O)C(CO)(c1ccccc1)c1ccccc1	12%	5	5%	14%	3%
33	COc1ccc(S(=O)(=O)Cc2ccc(C(=O)N3CCCC3)o2)cc1	-13%	8	-9%	2%	-8%
34	COc1ccc(N=C2C(=Nc3ccc(OC)cc3)N(c3ccc(N(C)C)cc3)C(=S)N2c2ccc(OC)cc2)cc1	5%	72	6%	2%	?
35	Cc1cc(C)c(C(=O)COC(=O)c2cccnc2Cl)c(C)c1	-1%	-9	-6%[11.3 µM]	-1%	0%
36	O=C(Nc1ccc(C(F)(F)F)cc1)c1cc(-c2cccnc2)nc2ccc(Br)cc12	5.2µM*	63	-34%	-13%	?

item	Nrf2 block	ATXN viability	TGFb SMAD3 inh	Nrf2 activator
25	-12%	i	6%	-0.6%
26	?	i	-14%	27%
27	-11%	?	-27%	4.2%
28	9%	?	?	-0.8%
29	13%	i	1%	-0.2%
30	nt	nt	9%	0.0%
31	-5%	i	5%	-0.4%
32	10%	i	2%	-0.7%
33	-9%	i	?	-1.0%
34	4%	?	-6%	-0.2%
35	12%	i	-3%	-0.2%
36	?	i	-12%	0.0%

As entered above:
Entry of COc1ccc(N=C2C(=Nc3ccc(OC)cc3)N(c3ccc(N(C)C)cc3)C(=S)N2c2ccc(OC)cc2)cc1 in Nrf2 activator: -0.2%
Entry of Cc1cc(C)c(C(=O)COC(=O)c2cccnc2Cl)c(C)c1 in HepG2 tox: -1%

Further entries follow.
item	molecule	MCF10A rereplic	IL-1B inflam inh	ATXN2 expr inh	HepG2 tox	A549 tox
37	CC(C)(C)C(=O)COC(=O)CCc1nc2ccccc2[nH]c1=O	16%	-7	-23%	-3%	10%
38	O=C(COC(=O)CCC(=O)c1ccccc1)NCCc1ccccc1	0%	16	14%	-2%	0%
39	CCOc1ccc(CNC(=O)C2CCN(S(=O)(=O)c3ccc4c(c3)CCCC(=O)N4)CC2)cc1	0%	1	-22%	-42%	9%
40	COc1cc(NS(=O)(=O)c2ccc(Br)cc2)c(OC)cc1NC(=O)c1ccco1	-1%	-5	2%	-30%	-12%
41	CCCn1cc(S(=O)(=O)c2cc(C)ccc2C)c(=O)c2cc(F)c(N3CCCCCC3)cc21	nt	nt	nt	-1%	-18%
42	Clc1cccc(-c2cc3nc4c(c(N5CCN(c6cnccn6)CC5)n3n2)CCCC4)c1	0%	-15	48%[activator]	2%	14%
43	Cc1c2cnn(CC(=O)N3CCOCC3)c(=O)c2c(C)n1Cc1ccccc1F	-1%	2	24%	-8%	10%
44	Cc1cc(C(=O)N2CCN(c3cc(Cl)ccc3C)CC2)on1	0%	-29	7%	-18%	1%
45	Cc1cc(NC(=O)CSc2nc3cc(C(=O)NCCCOC(C)C)ccc3c(=O)n2Cc2ccco2)no1	24%	-18	-2%[11.3 µM]	2%	-11%
46	Cc1nnc(Cl)c2nn(-c3ccccc3)c(C)c12	1%	5	-5%	-58%	-10%
47	COc1ccc(-c2cc(C(F)(F)F)nc(SCC(=O)N3CCOCC3)n2)cc1OC	?	?	2%	4%	-8%
48	CCn1c(=O)cc(SCC(=O)NCc2ccco2)c2ccccc21	3.7µM*	15	-3%	-38%	-19%
49	Cc1ncoc1C(=O)N1CCCC(C(=O)c2ccc(-c3ccccc3)c(F)c2)C1 (stereo unspecified)	9%	-9	nt	-31%	13%

item	Nrf2 block	ATXN viability	TGFb SMAD3 inh	Nrf2 activator
37	1%	i	-19%	-0.6%
38	9%	i	6%	-0.4%
39	-30%	i	-21%	-0.6%
40	-2%	i	5%	4.5%
41	?	nt	-1%	-0.2%
42	nt	i	-4%	0.3%
43	-12%	i	-7%	0.3%
44	-28%	i	2%	-0.4%
45	?	i	5%	4.2%
46	-23%	i	-2%	-0.4%
47	nt	i	18%	0.3%
48	-15%	i	40%[activator]	3.9%
49	-14%	?	-28%	2.9%
